p53null 39C tox – kills p53 null cells at the nonpermissive temperature; AID 904; 55,000 tested, 0.97% active; Potency, µM (highest dose often 46.1 µM), for inactives: top-dose activity, negative = cell killing, actives largely listed as cytotoxic; H1299 p53-null (neo) cells, 39C, ATPlite viability, 24 h;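 note: 0% = DMSO only and -100% = full killing by 100 µM tamoxifen; nearly all actives have a fitted effect of over 50% in size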
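Cells seeded at 600/well, 37C overnight. Compound added (up to 46 uM), plates shifted to 39C for 24 hr. ATPlite added, luminescence read after 20 min at room temperature.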
p53null 32C kill – kills p53 null cells at the permissive temperature; H1299-neo p53 null cells, ATP luminescence, 24 h, 32C; Potency, µM (top dose mostly 46.1 µM), for the others: at the highest dose activity change, negative = cytotoxicity, most hits filed as cytotoxic; 55,000 tested, 0.62% active; AID 903;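 note: 0% = DMSO only and -100% = full killing by 100 µM tamoxifen; nearly all actives have a fitted effect of over 55% in size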
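We seeded p53-null H1299-neo cells, incubated them overnight at 37C, and added compounds across a range up to 46 uM. After 24 hours at 32C, ATP reagent was applied for 20 min at room temperature and luminescence recorded.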
* marks the source's active call; other numbers are inactive results; [ ] = another dose, or the depositor's remark. Calls come from the whole dose curve; as a rule, active = well fitted cell-killing curve with a large enough effect; inconclusive = small, poorly fitted or top-dose-only effect; inactive = no such curve, though single readings can be large or run the other way. Potency is the fitted concentration of half-maximal effect. These rows are one share of the data. The share of hits here may be higher or lower than overall.

SMILES | p53null 39C tox | p53null 32C kill
COc1ccc(CN2CCCCC2C(=O)Nc2ccc(OC)c(OCC(C)C)c2)cc1OC (stereo unspecified) | -12% | -5%
Cc1ccc(NC2=C(Cl)C(=O)OC2NC(=O)c2ccccc2)cc1 (stereo unspecified) | 6% | 4%
CC(=O)c1ccc(Oc2ncnc3sccc23)c(CN2CCOCC2)c1 | 36% | 0%
O=C(c1ccc(C(=O)N2CCCCCC2)cc1)N1CCCCCC1 | 1% | -4%
NNC(=O)CCc1c[nH]c2ccccc12 | 0% | -3%
CCn1c(SCC(=O)N2CCC(C(N)=O)(N3CCCCC3)CC2)nnc1-c1ccccc1 | 20% | -5%
O=C1CC(Nc2ccc(N3CCOCC3)cc2)C(=O)N1C1CCCCC1 (stereo unspecified) | 0% | 2%
CCCCSc1nc2c(=O)[nH][nH]c(=O)c2n1Cc1ccccc1 | -5% | 4%
Cc1ccc(C(=O)N2CCOCC2)cc1S(=O)(=O)Nc1cccc(C)c1C | 14% | 2%
Cc1ccc(NC(=O)CSc2nnnn2-c2ccc3c(c2)OCO3)cc1C | 9% | 7%
COc1cccc(C(=O)NCc2nnc(SCC(=O)Nc3nccs3)n2-c2ccccc2)c1 | 3% | -4%
Cc1ccc(C(=O)NC(C)c2ccccc2)o1 (stereo unspecified) | 23% | -1%
CCn1c(Cc2ccccc2)nnc1SCC(=O)Nc1ccc(OC)cc1 | 14% | 7%
COc1ccc(N(C(=O)c2ccco2)S(=O)(=O)c2ccc(F)cc2)cc1 | 21% | 2%
COc1ccc(OC)c(S(=O)(=O)Nc2cc(Cl)cc(Cl)c2)c1 | -2% | -4%
CC(C)c1nc(Cl)c(C#N)c2c1CSC(C)(C)C2 | 9% | 10%
COC(=O)C(C)Sc1nc2c(c(=O)[nH]c(=O)n2C)n1CCC(C)C (stereo unspecified) | -13% | 0%
O=C(Cn1c(C(F)(F)F)nc2ccccc21)NCCCN1CCOCC1 | 14% | -3%
Cc1cccc(-n2c(=O)cc(N3CCN(c4ccc(F)cc4)CC3)[nH]c2=O)c1 | -1% | -15%
CC(=O)OCc1nc2sc(C)c(C)c2c(=O)[nH]1 | -4% | 5%
N#CC1=C(N)SC(C(=O)c2ccccc2)C1c1cccs1 (stereo unspecified) | -4% | -6%
C=CCn1c(SCC(=O)C(C)(C)C)nnc1-c1ccccn1 | -4% | -2%
Cc1ccccc1C1CC(c2ccc(Br)cc2)Nc2nc(N)nn21 (stereo unspecified) | 3% | 3%
Cc1ccc(C(=O)NC2CC3CCCC(C2)N3C(=O)NC2CCCCC2)cc1 (stereo unspecified) | -2% | -3%
CC1CCCCN1C(=O)CSCC(=O)Nc1nc(-c2cccs2)cs1 (stereo unspecified) | -4% | -5%
Cc1nnc(SCc2ccc(C(=O)c3ccc(Cl)cc3)o2)n1-c1ccccc1 | -17% | -12%
O=C(COC(=O)c1ccccc1)Nc1ccccc1N1CCOCC1 | 0% | 2%
COc1ccc(-c2nnc3ccc(SCC(=O)Nc4nc5ccc(C)cc5s4)nn23)cc1OC | -6%[1.84 µM] | -4%
COc1ccc(OC)c2[nH]c(C(=O)O)cc12 | 17% | 10%
CCn1c(CNc2ccc(F)cc2)nnc1SCC(=O)Nc1ccc(OC)cc1 | -12% | -6%
Cc1ccc(-c2nc(N3CCOCC3)sc2C(=O)N2CCCCC2)cc1 | -1% | -2%
CC1=NC(=O)C(N=Nc2ccccc2)N1c1ccccc1 (stereo unspecified) | -2% | -1%
CCOC(=O)Cc1csc(NC(=O)CSc2nnc(C3CC3)n2C)n1 | -4% | -13%
COc1ccc2c(c1)O/C(=C\c1sccc1C)C2=O | 0%[1.84 µM] | 4%
CS(=O)(=O)n1nc(-c2ccccc2)nc1NCc1ccco1 | -10% | 5%
CS(=O)(=O)N(Cc1ccccc1)c1ccc(C(=O)NCCSCc2ccco2)cc1 | -7% | -4%
COC(=O)C(OC(=O)c1ccc(OC)cc1)C(=O)OC | -1% | -4%
O=c1[nH]c2cc3c(cc2cc1C(c1nnnn1C1CCCCC1)N1CCSCC1)OCCO3 (stereo unspecified) | 10% | 5%
Cc1ccc(Nc2nnc(SCC(=O)NC3CCCc4ccccc43)s2)cc1 (stereo unspecified) | -15% | -6%
O=C(c1ccco1)N1CCN(c2nc(C(F)(F)F)nc3c2nnn3Cc2ccccc2)CC1 | 5% | 4%
O=C(NN=C1c2ccccc2-c2ccccc21)c1cccc(Br)c1 | -2% | 16%
CCOC(=O)Cn1c(CN2CC(C)OC(C)C2)nc2c1c(=O)n(C)c(=O)n2C (stereo unspecified) | 5% | -6%
COc1ccccc1NS(=O)(=O)c1cc([N+](=O)[O-])ccc1N/N=C/c1sc(N2CCOCC2)nc1-c1ccccc1 | 5% | -3%
CCOC(=O)c1c(C)n(C)c2ccc(OCC(O)Cn3nc(C)c(Br)c3C)cc12 (stereo unspecified) | -18% | -2%
CCCCc1c(C)nc2ccccc2c1SCCC#N | 24%[1.84 µM] | -7%
CCc1ccccc1NC(=O)c1cnccn1 | 2% | 16%
O=c1c2ccccc2nc(COc2ccccc2)n1/N=C/c1c[nH]c2ccccc12 | 5% | 0%
CC(=O)NC(CCS(C)(=O)=O)C(=O)Nc1ccc(Oc2ccccc2)cc1 (stereo unspecified) | -6% | -2%
CCCCN(CCCC)C(=O)CSc1nnc2n(C)c(=O)c3c4c(sc3n12)CCCC4 | 3% | -3%
Cc1nn(C)c(C)c1S(=O)(=O)N(CC(=O)NCc1ccco1)c1ccc(C(C)C)cc1 | -3% | 2%
COc1ccc(CCNc2oc(COc3ccccc3Cl)nc2C#N)cc1OC | 5% | -5%
CCc1ccc(NC(=O)c2cc(-c3ccco3)on2)cc1 | -4% | -1%
Cc1sc2nc(C3CC3)nc(NCCNS(=O)(=O)c3ccccc3)c2c1C | 19% | 7%
CC(C)(C)c1cc(NC(=O)CSc2nnc(NCc3ccccc3)s2)n(-c2ccccc2)n1 | 19% | 16%
Cc1ccc2c(n1)CC(C)(C)C/C2=N\O | -4% | -2%
COc1cccc(NC(=O)N2CCC(N3CCCCC3)CC2)c1 | -12% | 2%
Cn1cc(C(=O)N/N=C/c2cccs2)c2ccccc21 | -19% | -11%
O=C(/C=C/c1ccccc1)NCCc1ccc2c(c1)OCCO2 | -6% | 4%
Cc1ccsc1C1NC(=O)c2ccccc2N1 (stereo unspecified) | 24% | 4%
CCOC(=O)c1nonc1NC(C)=O | 4% | -4%

Part of the list above in order of length of the SMILES, smallest number first:
SMILES | p53null 39C tox | p53null 32C kill
CCOC(=O)c1nonc1NC(C)=O | 4% | -4%
CCc1ccccc1NC(=O)c1cnccn1 | 2% | 16%
Cc1ccsc1C1NC(=O)c2ccccc2N1 (stereo unspecified) | 24% | 4%
CCCCc1c(C)nc2ccccc2c1SCCC#N | 24%[1.84 µM] | -7%
Cc1ccc2c(n1)CC(C)(C)C/C2=N\O | -4% | -2%
Cn1cc(C(=O)N/N=C/c2cccs2)c2ccccc21 | -19% | -11%
CCc1ccc(NC(=O)c2cc(-c3ccco3)on2)cc1 | -4% | -1%
COc1cccc(NC(=O)N2CCC(N3CCCCC3)CC2)c1 | -12% | 2%
O=C(/C=C/c1ccccc1)NCCc1ccc2c(c1)OCCO2 | -6% | 4%
O=C(NN=C1c2ccccc2-c2ccccc21)c1cccc(Br)c1 | -2% | 16%
COc1ccc(CCNc2oc(COc3ccccc3Cl)nc2C#N)cc1OC | 5% | -5%
Cc1sc2nc(C3CC3)nc(NCCNS(=O)(=O)c3ccccc3)c2c1C | 19% | 7%
CC(=O)NC(CCS(C)(=O)=O)C(=O)Nc1ccc(Oc2ccccc2)cc1 (stereo unspecified) | -6% | -2%
O=c1c2ccccc2nc(COc2ccccc2)n1/N=C/c1c[nH]c2ccccc12 | 5% | 0%
CCOC(=O)c1c(C)n(C)c2ccc(OCC(O)Cn3nc(C)c(Br)c3C)cc12 (stereo unspecified) | -18% | -2%
O=c1[nH]c2cc3c(cc2cc1C(c1nnnn1C1CCCCC1)N1CCSCC1)OCCO3 (stereo unspecified) | 10% | 5%
O=C(c1ccco1)N1CCN(c2nc(C(F)(F)F)nc3c2nnn3Cc2ccccc2)CC1 | 5% | 4%
CC(C)(C)c1cc(NC(=O)CSc2nnc(NCc3ccccc3)s2)n(-c2ccccc2)n1 | 19% | 16%
Cc1nn(C)c(C)c1S(=O)(=O)N(CC(=O)NCc1ccco1)c1ccc(C(C)C)cc1 | -3% | 2%
COc1ccccc1NS(=O)(=O)c1cc([N+](=O)[O-])ccc1N/N=C/c1sc(N2CCOCC2)nc1-c1ccccc1 | 5% | -3%

(list continues)
SMILES | p53null 39C tox | p53null 32C kill
CC1CCN(C(=O)C2CCN(CC(C)c3ccccc3)CC2)CC1 (stereo unspecified) | 12% | -5%
CCN(CC)CC(C)CNC(=O)CC(C(=O)N1CCc2ccccc21)n1ccnc1 (stereo unspecified) | -7% | -2%
COc1cccc(-n2c(SC3CCOC3=O)nc3ccccc3c2=O)c1 (stereo unspecified) | 3% | 1%
Cn1c(=O)c2c(nc(SCc3nn[nH]n3)n2Cc2ccccc2F)n(C)c1=O | 16% | -1%
O=C(O)[C@H]1CCCC[C@H]1C(=O)Nc1ccc(Nc2ccccc2)cc1 | 5% | -4%
COc1ccc(NC(=O)CSc2nnc(-c3ccccc3)n2N)cc1 | 11% | 3%
CC(C)OC(=O)CSc1nc(-c2ccc(F)cc2)cc(C(F)(F)F)n1 | -3% | -6%
Oc1ccc(Cl)cc1-c1cc(-c2ccccc2Cl)[nH]n1 | -9% | -8%
CN1C(=S)SC(N2OC3C(=O)N(c4ccccc4)C(=O)C3C2c2ccccc2)C1(C)C (stereo unspecified) | 9% | -1%
COCCn1c(SCC(=O)Nc2cc(Cl)ccc2OC)nc2c(c1=O)SC(C)C2 (stereo unspecified) | -19% | -6%
Nc1c2c(nc3ccccc13)CCC2 | 4% | -4%
O=C1CC(Nc2ccc(N3CCOCC3)cc2)C(=O)N1Cc1ccccc1 (stereo unspecified) | -19% | 9%
O=C(CCC(=O)Nc1ccccc1)NCCO | -7% | -9%
Cc1ccc(S(=O)(=O)CC(C)N2CCN(C3CCCCC3)CC2)cc1 (stereo unspecified) | 13% | 4%
CC(C)=C1C2C=CC1C1C(=O)N(c3ccc4c(c3)OCO4)C(=O)C21 (stereo unspecified) | 2% | -2%
CC(C)c1nc2ccc(NC(=O)C3CCCCC3)cc2[nH]1 | -5% | -26%
CCOC(=O)C1=C(C)N(C)C(C)=C(C(=O)OCC)C1c1ccccc1 | 4% | 3%
CCCc1nc2ccc(NC(=O)c3ccco3)cc2c(=O)n1Cc1ccccc1Cl | 6% | 8%
O=C(CN(Cc1cccs1)C(=O)c1csnn1)NC1CCCC1 | 7% | 2%
Cc1nn2c3ccccc3n(CCN3CCCCC3)c2nc1=O | -20% | 9%
COc1ccc(OC)c(NC(=O)CCN2CCCCCC2)c1 | 25% | 3%
C=CCn1c(SCC(C)=O)nnc1-c1cc(-c2ccccc2)sc1N | -8% | -4%
O=C(Nc1ccc(Cl)c(C(F)(F)F)c1)N1CCCC(O)C1 (stereo unspecified) | -18% | -6%
Nc1ccccc1-c1nnn(CC(=O)N2CCCc3ccccc32)n1 | -6% | 0%
Cc1ccc2nc3n(c(=O)c2c1)CCCCC3 | 12% | 5%
O=C(Nc1cccnc1)c1cccnc1Cl | -1% | -4%
CCS(=O)(=O)n1nc(-c2ccccc2)nc1NCc1ccco1 | -4% | 1%
Cc1ccc(Cl)cc1-n1c(=O)cc(N2CCN(C(=O)c3ccco3)CC2)[nH]c1=O | 12% | -7%
Cc1nc2ccccn2c1C(=O)N/N=C/c1cc(C)n(-c2ccc(Br)cc2)c1C | -9% | -1%
CC(=O)N1CCc2cc(S(=O)(=O)CCC(=O)Nc3cccc(F)c3)ccc21 | 9% | 2%
Cc1ccc(C2CC2C(=O)NNC(=S)Nc2ccc(Cl)cc2)cc1 (stereo unspecified) | -9% | 27%
CCOC(=O)c1cnc(C(C)(C)C)[nH]c1=O | -2% | -13%
COc1cccc(C(c2sc3ncnn3c2O)N2CCc3ccccc3C2)c1 (stereo unspecified) | 23% | 3%
OC(COCC1COc2ccccc2O1)CN1CCCCC1 (stereo unspecified) | 3% | -18%
COc1cc(O)c(C(C)=O)cc1OC | -8% | -1%
CC(C)C(=O)Nc1ncc2c(n1)CC(c1cccs1)CC2=O (stereo unspecified) | 15% | -5%
Cc1ccccc1NC(=O)CCN1CCN(Cc2ccccc2)CC1 | 5% | 9%
c1ccc2cc(OCc3nc4ccccc4[nH]3)ccc2c1 | 11µM* | 11µM*
COc1ccc(C2C(C(C)=O)=C(Nc3ccccc3)CC(C)(O)C2C(C)=O)cc1OC (stereo unspecified) | 10% | 3%
O=C(CN1C(=O)CCS(=O)(=O)c2ccccc21)NCc1ccccc1 | 7% | -7%

High-throughput results deposited in PubChem by National Center for Advancing Translational Sciences (NCATS).
